HGIII-sPLA2 inh – human group III sPLA2 inhibitors, primary screen, biochemical, QFRET, BODIPY PC-A2 liposome substrate. Group 3 secretory phospholipase A2 (Homo sapiens), Q9NZ20. QFRET BODIPY PC-A2 liposome hydrolysis, fluorescence. inhibition, % at 12.2 µM. actives 0.56% (n = 370,000). AID 743126, 2013;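 active = inhibition above mean plus 3 SD of compounds lying within the high and low control bounds, cut at about 19% in these data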;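 also: 0% = median of test compound wells and 100% = no enzyme DMSO wells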
hgDAF-12 ag – H. glycines DAF-12 receptor agonists, primary screen, cell-based, luminescence, HEK293, GAL4 fusion, UAS-luciferase. HEK293 GAL4-hgDAF12 UAS-luciferase reporter, agonist luminescence; normalized to butyrate control. Nuclear hormone receptor DAF-12 (Heterodera glycines), GAL4 fusion. actives 1.8% (n = 370,000). activation, % at 6.8 µM;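 active = activation above a cutoff set at the mean of all screened compounds plus 3 SD, cut at about 10% in these data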;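 also: 0% = DMSO wells and 100% = sodium butyrate wells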
DAX1 inh-1 – DAX1 (NR0B1) inhibitors, primary screen, cell-based, HEK293, Gal4-DAX1, luciferase luminescence | AID 504766, 2011 | inhibition, % at 6.75 µM | HEK293 Gal4-DAX1 luciferase reporter | Nuclear receptor subfamily 0 group B member 1 (Homo sapiens), P51843 | actives 0.99% (n = 340,000);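 active = inhibition above the mean over all tested compounds plus 3 SD, cut at about 4.2% in these data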;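 also: 0% = DAX1-transfected cells with DMSO and 100% = empty-vector control cells with DMSO; inhibition shows as a rise in luminescence from relieved DAX1 repression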
DAX1 inh-2 – DAX1 (NR0B1) inhibitors on StAR promoter, primary screen, cell-based, luminescence, SF-1 (NR5A1), full-length DAX-1; HEK293T StAR-luciferase reporter, SF-1/DAX-1 repression relief; inhibition, % at 6.8 µM; AID 652010, 2013; actives 1.1% (n = 370,000);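 active = inhibition above the mean over all tested compounds plus 3 SD, cut at about 3.6% in these data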;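 also: 0% = DAX-1 cells with DMSO and 100% = cells lacking DAX-1 with DMSO; higher inhibition means more luminescence from relief of DAX-1 repression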
hcDAF12 agonist – H. contortus DAF-12 nuclear receptor activators, primary screen, cell-based, luminescence, HEK293, lit1-tk-luc reporter. actives 1.4% (n = 370,000). HEK293 hcDAF-12 lit1-tk-luc reporter; 0% DMSO, 100% Δ7-dafachronic acid. activation, % at 6.8 µM;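 active = activation above the mean of all tested compounds plus 3 SD, cut at about 5.5% in these data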;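 also: 100% = response to 3 µM Δ7-dafachronic acid high control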
GC-B act – human GC-B receptor activators, primary screen, HEK293 GC-B cells, cGMP TR-FRET, EC30 CNP; 0% at EC30 CNP, 100% saturating CNP; activation, % at 10 µM; actives 0.11% (n = 370,000);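 active = activation at 10 µM reaching about 35% in either raw or pattern-adjusted values, limit read from the data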
Target sequence (P20594 whole entry, looked up): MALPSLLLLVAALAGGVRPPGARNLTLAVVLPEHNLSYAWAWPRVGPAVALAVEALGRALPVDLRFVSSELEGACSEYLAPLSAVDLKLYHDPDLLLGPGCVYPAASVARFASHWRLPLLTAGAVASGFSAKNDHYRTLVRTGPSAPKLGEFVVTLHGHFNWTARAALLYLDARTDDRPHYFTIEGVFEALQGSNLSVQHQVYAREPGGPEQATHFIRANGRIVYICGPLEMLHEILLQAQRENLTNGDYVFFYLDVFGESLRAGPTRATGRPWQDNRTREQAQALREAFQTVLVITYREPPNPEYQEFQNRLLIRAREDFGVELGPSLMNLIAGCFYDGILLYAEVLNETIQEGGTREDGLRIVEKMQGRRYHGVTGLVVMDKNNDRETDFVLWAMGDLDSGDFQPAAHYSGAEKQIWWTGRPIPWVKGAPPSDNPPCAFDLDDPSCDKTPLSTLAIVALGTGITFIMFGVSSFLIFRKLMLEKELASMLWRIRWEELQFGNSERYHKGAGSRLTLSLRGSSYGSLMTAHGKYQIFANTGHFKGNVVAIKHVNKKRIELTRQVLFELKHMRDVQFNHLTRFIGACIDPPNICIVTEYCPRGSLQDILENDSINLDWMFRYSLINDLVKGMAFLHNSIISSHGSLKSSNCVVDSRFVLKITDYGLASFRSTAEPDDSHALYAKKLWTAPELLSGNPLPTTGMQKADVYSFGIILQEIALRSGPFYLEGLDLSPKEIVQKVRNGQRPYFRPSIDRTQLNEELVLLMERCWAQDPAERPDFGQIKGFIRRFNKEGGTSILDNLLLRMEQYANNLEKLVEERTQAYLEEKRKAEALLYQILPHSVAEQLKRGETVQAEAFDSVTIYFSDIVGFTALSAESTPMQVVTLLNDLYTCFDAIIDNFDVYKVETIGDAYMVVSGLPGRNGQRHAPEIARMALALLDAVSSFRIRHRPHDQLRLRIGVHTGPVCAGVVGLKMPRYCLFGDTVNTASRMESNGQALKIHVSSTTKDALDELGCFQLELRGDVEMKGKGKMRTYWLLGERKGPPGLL
GAA850 FXN act – FXN promoter activators, primary screen, cell-based, luciferase luminescence, HEK293 lucGAA850 | HEK293 lucGAA850 FXN promoter luciferase reporter, 24 h; percent of 10 µM SAHA response | activation, % at 6 µM | actives 0.56% (n = 360,000);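 active = activation above the average of all compounds screened plus 3 SD, cutoff fixed separately per campaign, cut at about 7.5% in these data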;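 also: 0% = DMSO wells and 100% = 10 µM SAHA wells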
ssDAF-12 act – S. stercoralis DAF-12 nuclear receptor activators, primary screen, cell-based, luminescence, HEK293, GRIP1 co-expression, lit1-tk-luc; Nuclear hormone receptor DAF-12 (Strongyloides stercoralis); HEK293 ssDAF-12/GRIP1 lit1-tk-luc reporter; % of 3 µM dafachronic acid response; activation, % at 6.8 µM; actives 1% (n = 370,000);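 active = activation above the mean over all tested compounds plus 3 SD, cut at about 0.9% in these data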;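 also: 0% = DMSO-only wells and 100% = 3 µM delta7-dafachronic acid wells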
NPR1 activator – GC-A stimulated cGMP production enhancers – HEK293 GC-A cells, cGMP TR-FRET, EC30 ANP, primary screen; Atrial natriuretic peptide receptor 1 (Homo sapiens), P16066; actives 0.14% (n = 370,000); activation, % at 10 µM; AID 1671463, 2021; 0% at EC30 ANP, 100% saturating ANP; in the data active = activation above about 40%
ADAM10 inh – human ADAM10 inhibitors, primary screen, biochemical, QFRET, HTS; actives 0.62% (n = 370,000); inhibition, % at 7 µM; AID 720582, 2013; recombinant ADAM10, EDANS/DABCYL FRET peptide cleavage, 3 h;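 active = inhibition above a per-campaign cutoff equal to the mean of compounds falling between control-based bounds plus 3 SD, cut at about 20% in these data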;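 also: 0% = DMSO wells while the 100% control is not disclosed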
SMARCA2 activ – SMARCA2 (BRM) function activators, primary screen, cell-based, luminescence, high throughput. activation, % at 9.1 µM. MG213 cells, MMTV-luciferase reporter, dexamethasone, overnight. actives 1% (n = 370,000); in the data active = activation above about 7.8%;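 also: 0% = vehicle wells and 100% = reference activator wells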
An asterisk follows results filed as active; i = inactive; x = no result given.

entry	structure	HGIII-sPLA2 inh	hgDAF-12 ag	DAX1 inh-1	DAX1 inh-2	hcDAF12 agonist	GC-B act
1	Cc1cc(C)c2c(n1)SCC(=O)N2CC(=O)Nc1ccc(F)cc1	-2	-1.1	-2.4	0.4	-1.2	1
2	CN(CCNC(=O)C1CCN(S(=O)(=O)N2CCOCC2)CC1)CCc1ccccc1	-6	0.7	-0.6	-0.1	-1.5	-5
3	CC1CC(C)CN(CCCOc2ccccc2[N+](=O)[O-])C1 (centres undefined)	-3	-0.3	-0.1	-0.2	-2.6	0
4	COc1ccc(CN(C)C(=O)/C=C/[C@H]2O[C@@H](n3cc(C)c(=O)[nH]c3=O)C[C@@H]2O)cc1OC	8	-1.4	x	-0.7	0.2	3
5	C=Cn1c(C(=O)O)ccc1-c1ccc(CC)cc1	-4	2.2	0.5	-0.4	-0.8	0
6	Cc1ccc([N+](=O)[O-])c(OCc2ncc(Cl)n2C)c1	-2	4.2	-0.1	-0.1	5.2	0
7	Cc1cc(-n2c(C)cc(C(=O)COC(=O)CN=C3NS(=O)(=O)c4ccccc43)c2C)no1	-4	0.7	-0.4	0.4	0.4	-11
8	O=C(O)CCC(=O)c1ccc2sc3ccccc3c2c1	-8	0.3	0.6	0.5	1.3	-2
9	O=C(CCc1c[nH]c2ccccc12)N[C@@H](Cc1c[nH]c2ccc(O)cc12)C(=O)O	-31	0.1	-0.9	0.1	-1.8	1
10	CC(C)CN(C(=O)COC(=O)Cc1c[nH]c2ccccc12)C1CCS(=O)(=O)C1 (centres undefined)	-26	3.3	-0.4	-0.2	0.3	1
11	COc1ccccc1N1CCN(C(=O)C2CC(=O)N(c3ccccc3)C2)CC1 (centres undefined)	2	-1.6	-0.7	-0.2	-1.3	4
12	O=[N+]([O-])c1cc(S(=O)(=O)/N=C(/c2ccccc2)N2CCOCC2)ccc1Cl	3	1.1	2.6	-0.7	0.6	0
13	CC1(c2nnc(Cc3ccccc3)o2)CC(c2ccc(Br)cc2)=NO1 (centres undefined)	1	0.6	0.6	0.3	0.1	-4
14	COc1cc(NC(=O)COC(=O)CSc2cc(C)ccc2C)c(C)cc1[N+](=O)[O-]	-21	-0.4	-1.0	0.3	0.7	-3
15	CCc1ccc2[nH]c(=O)c(CN(Cc3ccccc3OC)C(=O)Nc3ccccc3OC)cc2c1	9	1.1	1.3	-0.2	1.4	-9

entry	GAA850 FXN act	ssDAF-12 act	NPR1 activator	ADAM10 inh	SMARCA2 activ
1	-0.4	-0.9	1	-4	2
2	2.9	-1.1	-8	-2	0
3	-0.7	0.1	-1	-14	-1
4	x	-0.7	-6	-16	-3
5	0.8	-1.1	0	0	1
6	2.0	1.1*	-6	-6	2
7	0.7	-1.0	-5	-1	-3
8	0.0	-0.2	-5	-61	3
9	2.0	-1.0	-2	1	8
10	-0.2	0.5	2	-5	-2
11	0.9	-0.8	5	-6	-2
12	-1.1	-2.0	2	-8	-1
13	-2.6	-0.7	2	-3	0
14	-0.3	-0.3	2	3	1
15	0.9	-0.4	-11	-2	-4

The list continues.
entry	structure	HGIII-sPLA2 inh	hgDAF-12 ag	DAX1 inh-1	DAX1 inh-2	hcDAF12 agonist	GC-B act
16	CC(C)N(Cc1ccccc1)S(=O)(=O)c1ccc2c(c1)NC(=O)CO2	-3	-2.4	0.1	-0.2	-2.0	-3
17	Cc1nc(N)nc(N)c1Oc1ccc(Cl)cc1	0	0.3	-1.8	-0.1	-1.3	-1
18	O=C(NNS(=O)(=O)c1ccccc1)c1cc2cc3ccccc3nc2s1	-39	1.1	0.7	0.2	-1.0	-15
19	Cc1ccc(S(=O)(=O)Nc2ccc(C(=O)N3CCN(c4ccccc4O)CC3)cc2)cc1[N+](=O)[O-]	-36	-0.5	-0.3	-0.8	0.1	-5
20	CC(C)CN(C(=O)CSc1ncnc2ccccc12)C1CCS(=O)(=O)C1 (centres undefined)	11	-0.5	0.3	-1.2	0.8	4
21	CC(=O)Cc1cc(O)c2ccccc2c1OC(=O)c1ccc(Br)cc1	-44	1.3	-0.8	-0.7	1.5	-4
22	Cc1ccc(C)n1-n1cnc2sc(-c3ccccc3)cc2c1=O	-1	-0.9	-1.6	-0.8	-2.4	-2
23	CC(C)Sc1nnc(NC(=O)c2ccc3c(c2)OCO3)s1	-2	3.6	0.8	5.3*	-0.3	-3
24	O=C(O)CN1C(=O)/C(=C/c2ccsc2)SC1=S	-6	0.1	x	-0.1	-0.1	5
25	COC(=O)c1ccc(Cn2cnc3cnccc32)cc1	7	-0.6	-1.0	-1.1	-1.4	0
26	Cc1ccc(C(C(=O)NCc2ccc(F)cc2)N(Cc2ccco2)C(=O)c2snc(C(N)=O)c2N)o1 (centres undefined)	-16	-5.8	-2.3	-1.2	-3.2	-8
27	Cc1ccc(/C=C2/SC(=S)N(c3ccc(S(=O)(=O)Nc4nccs4)cc3)C2=O)cc1	-11	0.9	-0.3	-0.1	-0.6	-2
28	OCCC1CN(CC#Cc2ccccc2)CCN1Cc1ccccc1F (centres undefined)	-7	0.2	-0.2	0.3	2.7	-1
29	CC1CCCC(NC(=O)CSc2nnc(C(F)(F)F)n2C)C1C (centres undefined)	0	-1.1	-0.3	-0.4	-2.5	1
30	COc1ccc2nc(-c3ccccc3)nc(C3CCCCC3)c2c1	6	1.9	0.2	0.1	0.1	0

entry	GAA850 FXN act	ssDAF-12 act	NPR1 activator	ADAM10 inh	SMARCA2 activ
16	-0.5	-1.2	-3	1	0
17	2.5	-1.4	5	-12	-3
18	1.1	-0.5	-5	-51	0
19	2.8	-0.6	-6	3	2
20	-2.0	-1.7	5	-12	-3
21	0.9	0.9	-3	6	-3
22	-0.1	-1.4	5	-4	-2
23	3.9	0.6	1	-5	4
24	1.4	-1.5	0	-1	1
25	0.0	-1.6	2	5	-2
26	-5.4	-1.8	-30	-47	-4
27	4.1	-0.6	-11	11	-2
28	2.0	1.6*	0	4	4
29	0.6	-1.6	1	-6	-4
30	-0.3	-1.1	-2	-3	2

Three entries picked at random from the list so far:
entry	structure	HGIII-sPLA2 inh	hgDAF-12 ag	DAX1 inh-1	DAX1 inh-2	hcDAF12 agonist	GC-B act
30	COc1ccc2nc(-c3ccccc3)nc(C3CCCCC3)c2c1	6	1.9	0.2	0.1	0.1	0
27	Cc1ccc(/C=C2/SC(=S)N(c3ccc(S(=O)(=O)Nc4nccs4)cc3)C2=O)cc1	-11	0.9	-0.3	-0.1	-0.6	-2
22	Cc1ccc(C)n1-n1cnc2sc(-c3ccccc3)cc2c1=O	-1	-0.9	-1.6	-0.8	-2.4	-2

entry	GAA850 FXN act	ssDAF-12 act	NPR1 activator	ADAM10 inh	SMARCA2 activ
30	-0.3	-1.1	-2	-3	2
27	4.1	-0.6	-11	11	-2
22	-0.1	-1.4	5	-4	-2

Some values from the list.
GC-B act, #29 → 1
hcDAF12 agonist, #19 → 0.1
GC-B act, #16 → -3
HGIII-sPLA2 inh, #21 → -44

Remaining list, next part:
entry	structure	HGIII-sPLA2 inh	hgDAF-12 ag	DAX1 inh-1	DAX1 inh-2	hcDAF12 agonist	GC-B act
31	Cn1c(SCC(=O)Nc2ccccc2)nc2ccccc2c1=O	2	-2.5	3.2	-0.9	-1.6	1
32	CC1(C)CC(=O)C(C2=NC3(CCCCC3)Cc3ccccc32)=C(O)C1	17	-1.3	-1.2	0.3	-1.8	2
33	COc1ccc(C2C(C(=O)c3ccco3)=C(O)C(=O)N2CCOCCO)cc1OC (centres undefined)	0	3.8	0.7	1.3	-1.3	0
34	COC(CNC(=O)C1CC(=O)N(CCc2ccc(C)cc2)C1)OC (centres undefined)	-4	-2.0	3.0	0.7	0.0	-1
35	O=C(NCCCN1CCOCC1)C(=O)NCC1OCCCN1S(=O)(=O)c1cc(F)ccc1F (centres undefined)	-1	3.3	0.7	-0.5	0.9	-4
36	Cc1cc(NS(=O)(=O)c2ccc(NC(=O)c3oc4ccccc4c3C)cc2)no1	-39	1.1	2.6	1.4	4.3	9
37	O=C(c1sc2ccccc2c1Cl)N1CCN(CCc2ccccn2)CC1	-7	-0.5	0.5	0.2	-0.5	4
38	COc1ccccc1C(=O)Nc1ccc2c(c1)CN(Cc1cnc(C)s1)CC2	-4	1.5	-0.6	-1.1	-1.8	-2
39	CSCCC1(C(=O)O)NC(c2ccccc2O)C2C(=O)N(C(C)C)C(=O)C21 (centres undefined)	8	-1.2	0.8	1.1	-2.1	-9
40	CCCCCCc1cc2cc(C(=O)Nc3ccc(OC)cc3)c(=O)oc2cc1O	-5	0.7	2.1	-0.6	0.6	8
41	CCOC(=O)c1cc2nc(-c3ccco3)cc(C(F)(F)F)n2n1	-1	-1.3	-1.4	0.1	0.1	2
42	O=C1c2ccccc2-c2n[nH]c3cccc1c23	-17	2.9	-0.4	-0.6	0.2	-4
43	COC(=O)C1CCN(C(=O)CSc2nc3ccc(OC)cc3[nH]2)CC1	-3	0.5	0.9	0.5	0.1	0
44	CC(NC(=O)C(CC(=O)OC(C)(C)C)NC(=O)OC(C)(C)C)C(N)=O (centres undefined)	10	-1.6	0.6	0.9	-2.9	-1
45	Cc1ccc(N2C(=O)C3C(C2=O)C2C=CC3C23CC3)c([N+](=O)[O-])c1 (centres undefined)	-1	1.7	1.3	-0.4	1.8	4
46	COc1ccc(Cl)cc1NC(=O)CN1CCC(n2nnc3cc(F)ccc32)CC1	0	0.4	-1.1	1.4	1.2	-5

entry	GAA850 FXN act	ssDAF-12 act	NPR1 activator	ADAM10 inh	SMARCA2 activ
31	0.2	-1.8	-1	4	-1
32	1.2	-1.5	4	-11	-5
33	3.2	-1.4	3	-2	2
34	1.2	-1.0	-4	-1	3
35	-1.0	-1.5	4	-5	0
36	1.4	0.9*	8	10	-2
37	2.2	-1.5	2	0	-1
38	4.2	-1.0	0	-7	-1
39	-0.8	-1.5	0	-1	1
40	-0.2	-1.1	2	-16	0
41	-1.2	-1.3	0	i	2
42	3.0	-1.0	10	-239	1
43	0.1	-1.3	0	-1	-1
44	-0.6	-0.3	-5	-4	-3
45	2.4	-1.8	4	-4	0
46	-0.1	-0.5	-8	2	-1

Screening data as filed in PubChem.
